Epigenetic reg: regulators of epigenetic silencing causing reporter derepression in mouse cells. Potency, µM (titrated, usually from 53.9 µM), for the others: at the top dose GFP activation, actives largely listed as activators. 0.2% of 280,000 active. murine LDR cells, GFP reporter derepression, 30 h; further: % of control where 0% means no effect; nearly all actives have a fitted effect of over 60% in size
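Readout is the number of GFP-expressing murine LDR cells, counted by cytometry following washing. Cells were treated with compound for 30 h at 37 C; the stably integrated CMV-GFP locus is normally silent.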
NPSR antag: blocks cAMP signaling of the human neuropeptide S receptor. Q6W5P4. CHO-NPSR cells, cAMP TR-FRET, antagonist mode. Potency, µM (series often up to 38.3 µM), without a hit: top-dose activity change, negative = inhibition, most hits filed as inhibitors. 1% of 220,000 active. AID 1461; further: on the % scale 0 is the no-effect control and ±100 the full control effect; nearly all actives have a fitted effect of over 50% in size; many of its hits are not listed in these tables
Target sequence (Q6W5P4 whole entry, looked up): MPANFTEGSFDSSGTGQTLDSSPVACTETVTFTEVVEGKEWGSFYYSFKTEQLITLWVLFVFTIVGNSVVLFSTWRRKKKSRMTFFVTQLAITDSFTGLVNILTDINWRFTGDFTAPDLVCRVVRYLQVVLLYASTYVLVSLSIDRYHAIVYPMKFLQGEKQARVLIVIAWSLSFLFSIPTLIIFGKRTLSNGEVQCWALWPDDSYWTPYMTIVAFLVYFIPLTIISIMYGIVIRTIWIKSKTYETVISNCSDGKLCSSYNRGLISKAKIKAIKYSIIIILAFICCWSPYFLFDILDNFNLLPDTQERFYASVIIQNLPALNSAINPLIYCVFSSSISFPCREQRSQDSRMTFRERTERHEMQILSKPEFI
Tau fluor counter: counter-screen for tau fibril formation inhibitors | tau K18 P301L (four-repeat tau fragment) Alexa594 fluorescence, heparin fibrillization | Potency, µM (titrated, usually from 57.7 µM), for inactives: at the top dose activity change, negative = decrease | 0.93% of 280,000 active | AID 1463; further: on the % scale 0 is the no-effect control and ±100 the full control effect; nearly all actives have a fitted effect of over 55% in size
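Human K18 P301L tau (15 uM unlabeled plus 0.24 uM Alexa 594-labeled, final) in 100 mM sodium acetate pH 7 was mixed with compound and 20 uM heparin and incubated 6 hr at 37 C.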
aGlu spleen mod: inhibitors or activators of human alpha-glucosidase in spleen homogenate | P10253 | AID 2112 | Potency, µM (titrated, usually from 79.9 µM), for the others: at the highest dose activity change, negative = inhibition, usual class: inhibitors | 0.006% of 240,000 active | human spleen homogenate, 4-MU-alpha-glucoside fluorescence;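 further: 0% = enzyme with vehicle and -100% = no enzyme basal signal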
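Enzyme source: human spleen homogenate, 1 ug/well. Buffer 50 mM citric acid/K phosphate pH 5.0, 0.01% Tween-20. 4-MU-alpha-glucoside 1 mM; 37 C x 40 min; NaOH/glycine stop; fluorescence.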
aGal spleen mod: inhibits or activates alpha-galactosidase in human spleen homogenate; P06280; human spleen homogenate, 4MU-alpha-Gal fluorescence, 40 min; Potency, µM (highest dose often 80 µM), inactives show top-dose activity change, negative = inhibition, most hits filed as inhibitors; 0.008% of 240,000 active;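 further: 0% = enzyme with vehicle and -100% = no enzyme basal signal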
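Human spleen homogenate (1 ug) was the enzyme source, with 4-methylumbelliferyl-alpha-D-galactopyranoside (1 mM final) in pH 5.0 citrate buffer with 0.01% Tween-20. Compounds were titrated; after 40 min at 37C, NaOH/glycine stop, 4-MU fluorescence read; AC50 from Hill fits.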
GAA glycogen: GAA glycogen-cleavage inhibition or activation. 0.38% of 300,000 active. AID 2100. P10253. recombinant GAA, glycogen substrate, Amplex Red glucose oxidase fluorescence. Potency, µM (highest dose often 76.4 µM), for the others: top-dose activity change, negative = inhibition, hits mostly inhibitors;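 further: 0% = full enzyme reaction and -100% = no-enzyme basal signal; the screen sought inhibitors and activators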
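Recombinant human enzyme (4 nM); glycogen substrate; 37 C, 40 min, pH 5.0. Readout: coupled glucose oxidase/Amplex Red fluorescence.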
GAA inhib: blocks human lysosomal alpha-glucosidase. P10253. purified human GAA, 4-MU-alpha-glucoside fluorescence. Potency, µM (top dose mostly 76.9 µM), inactives show at the highest dose activity change, negative = inhibition, hits mostly inhibitors. 0.005% of 200,000 active;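 further: plate controls were uninhibited enzyme wells for no effect and no-enzyme background for full effect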
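qHTS format, compound range up to 77 uM. Human lysosomal enzyme at 4 nM, 400 uM 4-MU glucoside substrate, pH 5.0, 20 min room temperature; fluorescence after alkaline stop gives activity normalized to controls.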
ALDH1A1 inh: ALDH1A1 (human) enzyme inhibition; P00352; Purified ALDH1A1, NADH fluorescence, propionaldehyde substrate; Potency, µM (titrated, usually from 75.3 µM), for the others: at the highest dose activity, negative = inhibition, actives largely listed as inhibitors; 7.3% of 220,000 active; active means well fitted inhibition curve with a large enough effect, not every such curve was filed as active; inconclusive means small, poorly fitted or top-dose-only effect, or another doubt; inactive means no such curve, though single readings can be large or run the other way;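 further: plate controls were no enzyme wells and a reference inhibitor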
Target sequence (P00352 whole entry, looked up): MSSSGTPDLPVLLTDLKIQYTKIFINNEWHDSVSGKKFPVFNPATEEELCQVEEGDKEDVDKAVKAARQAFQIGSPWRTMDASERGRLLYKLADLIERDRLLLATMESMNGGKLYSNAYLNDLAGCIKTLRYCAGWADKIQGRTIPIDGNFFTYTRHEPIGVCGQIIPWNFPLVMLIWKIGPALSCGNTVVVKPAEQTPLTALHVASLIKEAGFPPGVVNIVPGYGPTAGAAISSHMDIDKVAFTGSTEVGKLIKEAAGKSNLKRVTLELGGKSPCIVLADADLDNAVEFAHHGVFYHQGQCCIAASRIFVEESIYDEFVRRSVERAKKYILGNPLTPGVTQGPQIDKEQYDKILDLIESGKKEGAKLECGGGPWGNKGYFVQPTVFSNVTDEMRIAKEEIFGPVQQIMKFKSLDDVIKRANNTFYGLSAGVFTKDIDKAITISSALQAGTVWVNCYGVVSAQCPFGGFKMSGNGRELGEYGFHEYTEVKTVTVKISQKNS
The depositor's hits bear a star; u = inconclusive; x = not tested or not shown; & = joins results of further samples; [ ] = remark or other dose. Unless noted, the call rests on the fitted dose curve; in most records, active means well fitted curve in the direction sought with a large enough effect; inconclusive means small, poorly fitted or top-dose-only effect, or another doubt; inactive means no such curve, though single readings can be large; an effect the other way counts as inactive or inconclusive. Potency means the concentration at half of the fitted maximal effect. Not all compounds are listed; the hit share may differ from the screen's.

Value order: Epigenetic reg, NPSR antag, Tau fluor counter, aGlu spleen mod, aGal spleen mod, GAA glycogen, GAA inhib, ALDH1A1 inh
O=C(CC1C(=O)NCCN1Cc1ccc(F)c(F)c1)NCCn1cccn1 (stereo unspecified)
→ 3.8%, -10%, -7%, 9%, 3%, 4%, -6%, u
O=C(NN1C(=O)C2CCCCC2C1=O)c1ccco1 (stereo unspecified)
→ 1.1%, -12%, -8%, 2%, 3%, 5%, x, x
CCCSc1cc(N)cc([N+](=O)[O-])c1
→ -0.4%, 35%, -29%, 1%, 4%, -11%, -6%, -10%
Cc1ccc(-c2cnc3cc(C)nn3c2)cc1
→ 1.3%, -11%, 0%, -5%, -9%, -10%, -1%, u
Cc1cc(=O)[nH]c(SCC(=O)NC2CCCc3ccccc32)n1 (stereo unspecified)
→ 0.0%, 4%[7.67 µM], -8%, -3%, -6%, 7%, x, x
Oc1ccc(C[C@@H]2CNC(=S)N2CCc2cc(C(F)(F)F)cc(C(F)(F)F)c2)cc1
→ 0.0%, -22%, -20%, -14%, -4%, -6%, x, x
CCn1c(=NC(=O)CN2C(=O)CCC2=O)sc2c(C)cc(C)cc21
→ 9.9%, u, -2%, 1%, 3%, 0%, -7%, -8%
COc1ccc(C2CCN(Cc3cccnc3)CC2O)cc1 (stereo unspecified)
→ -0.2%, 18%[46.1 µM], 0%, 1%, 25%, 2%, 1%, -9%
Cc1csc(NC(=O)c2cc(C)oc2C)n1
→ -1.0%, 10%[46.1 µM], -8%, -6%, -4%, 2%, -3%, -2%
COc1cc2c(cc1NC(=O)CN1CCN(S(=O)(=O)c3ccc(C)cc3)CC1)oc1ccccc12
→ 0.0%, -15%[46.1 µM], -6%, -3%, 3%, -5%, -1%, 7%
Cc1ccc(Cc2nc(-c3cccc(C)c3)no2)cc1
→ -2.1%, -15%[46.1 µM], -8%, -4%, -1%, -5%, -8%, 6%
CCCCNC(=O)C1C2C=CC3(CN(Cc4ccccc4Cl)C(=O)C13)O2 (stereo unspecified)
→ -2.3%, -1%[46.1 µM], 6%, -4%, 1%, 11%, 0%, 8%
COc1cc2c(cc1OC)-c1nc3ccccc3c(=O)n1C(C)(C)C2
→ -0.3%, -13%[46.1 µM], -20%, -5%, -2%, -10%, 8%, -4%
CC(=O)CC(c1ccccc1)C1C(=O)Oc2ccccc2C1=O (stereo unspecified)
→ 5.3%, x, -4%, -7%, -10%, x, x, u
Cc1c(C)c(C)c(CO/N=C/c2cccs2)c(C)c1C
→ 1.2%, 55%, -18%, 0%, 6%, 9%, u, 6%
FC(F)Oc1ccc(NC(=S)NN2CCOCC2)cc1
→ 0.7%, 4%[46.1 µM], 3%, 1%, 6%, -5%, 3%, 13%
Cc1ccc(OCC(=O)Nc2ccccc2N2CCCC2)c(C)c1
→ 0.5%, -47%, -10%, 2%, -1%, -17%, 8%, -4%
CCOc1ccccc1NC(=O)Cn1c(=O)oc2ccccc21
→ -1.5%&0.8%, -10%, 8%&-8%, 3%, -6%, -2%, 8%, 5%
Cc1nnc(SCc2cc(=O)[nH]c(N3CCN(C)CC3)n2)s1
→ -2.2%, 1%, 1%, -4%, 0%, 10%, -13%, 0%
C=CCN=C1S/C(=C/c2cccc([N+](=O)[O-])c2)C(=O)N1CC=C
→ -0.3%, -41%, u, 2%, -4%, 2%, x, x
COc1ccc(-c2cc(C(=O)OCC(=O)NC(C)(C)C)c3ccccc3n2)cc1
→ -2.1%, u, -29%, 17%, u, 8%, u, u
COc1cccc(C2CC(c3cccc(NS(C)(=O)=O)c3)=NN2C(=O)c2ccccc2)c1OC (stereo unspecified)
→ 0.0%, -21%, u, -3%, -6%, -4%, -1%, u
CC(C)O/N=C1\C(=O)N(c2ccccc2)c2ccccc21
→ 1.1%, -35%, -5%, 0%, -1%, -6%, 0%, -1%
CO/C=C\C=C/c1nnn(-c2ccc(Cl)cc2)n1
→ u, -16%, 12%, 8%, 13%, 1%, -9%, 25µM*
CCSc1nnc2ccc(-c3cccs3)nn12
→ 1.3%, 11%, 3%, x, -4%, 4%, 1%, 1%
Cn1c(CO)nc2cc(N)ccc21
→ 2.1%, -19%[46.1 µM], -19%, 4%, 3%, -3%, 2%, 4%
CCC(C)[C@H](NC(=O)Nc1ccccc1F)C(=O)OC (stereo partly specified)
→ 3.1%, -23%, 4%, -1%, 2%, 5%, 0%[15.4 µM], -1%
Cc1ccc(Nc2nc(CSc3nnnn3-c3ccccc3)cs2)cc1
→ -0.7%, -26%[46.1 µM], 11µM*[quencher], 4%, 1%, -22%, -8%, 8.9µM*
COc1oc(-c2ccc(Cl)cc2)nc1C(F)(F)F
→ -1.2%, u, -5%, 4%, 0%, 2%, -5%, -2%
O=[N+]([O-])c1ccc(N/N=C\c2ccccc2OCc2ccccc2)cc1
→ 4.4%, -16%, 10%, 3%, -7%, 1%, -3%, 3%

Record cards, as listed above. Order of screens: Epigenetic reg | NPSR antag | Tau fluor counter | aGlu spleen mod | aGal spleen mod | GAA glycogen | GAA inhib | ALDH1A1 inh
`Cn1c(CO)nc2cc(N)ccc21` is listed as 2.1% | -19%[46.1 µM] | -19% | 4% | 3% | -3% | 2% | 4%
`COc1ccc(-c2cc(C(=O)OCC(=O)NC(C)(C)C)c3ccccc3n2)cc1` is listed as -2.1% | u | -29% | 17% | u | 8% | u | u
`Cc1ccc(Cc2nc(-c3cccc(C)c3)no2)cc1` is listed as -2.1% | -15%[46.1 µM] | -8% | -4% | -1% | -5% | -8% | 6%

Remaining list, next part
Value order: Epigenetic reg, NPSR antag, Tau fluor counter, aGlu spleen mod, aGal spleen mod, GAA glycogen, GAA inhib, ALDH1A1 inh
CCOC(=O)c1c(C)c[nH]c1C
→ -0.2%, 10%, -2%, 1%, 0%, 3%, 2%, 5%
Cc1ccc(C)c(-n2c(-c3csc(C)c3)n[nH]c2=S)c1
→ -2.1%, -20%[46.1 µM], -7%, 1%, 7%, -15%, 0%, u
Cc1ccc(CNS(=O)(=O)NCc2ccccc2F)cc1
→ -0.7%, 1%, 2%, 6%, 3%, -7%, 1%, 12%
CCc1ccc(OCc2n[nH]c(=S)n2Cc2ccccc2)cc1
→ -1.1%, -9%, 18%[2.34 µM], 9%, 12%, -12%, 13%, -4%
CC1=NN(C(=O)COc2ccc(C)c(C)c2)C(O)(c2ccccc2)C1 (stereo unspecified)
→ -1.0%, -3%, -9%, -3%, -11%, 8%, 2%, u
Cn1c(NC(=O)c2ccccc2Br)cc(=O)n(C)c1=O
→ 0.0%, -9%[46.1 µM], 5%, -5%, -6%, 6%, -1%, 1%
Cc1cc2ncc(-c3ccc(Cl)cc3)c(N)n2n1
→ 0.0%, -18%[46.1 µM], 3%, -2%, -2%, 2%, -3%, 5%
COc1ccc(S(=O)(=O)NC2(C(F)(F)F)N=C3SCCN3C2=O)cc1 (stereo unspecified)
→ -0.1%, 6%[46.1 µM], 1%, 3%, 14%, 6%, 1%, 7%
O=C(O)COc1cccc2ccccc12
→ 1.3%, -1%[46.1 µM], -3%, -2%, 6%, -6%, -3%, u
CCN(CC)C(=O)CSc1nnc2nnc3cc(Cl)ccc3n12
→ 1.1%, 17%, 0%, 7%, 0%, 7%, x, x
O=C(NCCN1CCCOC1=O)C(=O)NCCN1CCCOC1=O
→ 0.0%, 12%, -11%, -2%, 6%, -4%, x, x
C/C(CC(=O)NCc1ccco1)=N\NC(=O)Cc1ccc(Cl)cc1
→ 1.4%, 0%[46.1 µM], 0%, -8%, -13%, -4%, -24%, -5%
Cc1cc(Cl)ccc1NC(=S)NCc1ccccc1Cl
→ 1.8%, -40%, u, -3%, -13%, -3%, u, -5%
Cn1c(=O)c2c(nc(NCCCN3CCOCC3)n2Cc2cccc(Cl)c2)n(C)c1=O
→ -2.9%, -1%[46.1 µM], -2%, 2%, 1%, 2%, -6%, 4%
Cc1cccc(C)c1NC(=O)Cn1nnnc1N
→ 0.0%, 11%, 1%, -1%, -2%, -5%, -26%, 2%
CSc1nc(N)nc(SCC(=O)Nc2cccc(F)c2)c1C#N
→ -1.1%, -21%, -9%, -5%, -7%, 11%, 0%, 9%
O=C(COc1ccccc1[N+](=O)[O-])Nc1cc(Cl)ccc1C(=O)O
→ 1.5%, 46%, -8%, 1%, 1%, 17%, -1%, 4%
C/C(=N\NC(=O)C1CC1)c1ccc(Cl)cc1
→ 4.6%, 15%, -1%, 8%, -1%, 10%, -8%, 8%
CCn1nnc2sc3c(c2c1=O)CCC(C)C3 (stereo unspecified)
→ -1.1%, 8%[46.1 µM], -7%, -1%, 14%, 3%, -1%, u
COc1ccc(Br)cc1CN(C)CC(=O)Nc1c(Cl)cccc1Cl
→ 1.1%, -29%[46.1 µM], -5%, -1%, -2%, 2%, 3%, 14%
CCOc1ccc(C(=O)NC2CCN(C(=S)NCc3ccco3)CC2)cc1
→ -9.6%, -12%[46.1 µM], -16%, -5%, -6%, -2%, 1%, u
O=C(c1ccc(Cn2cc(Br)cn2)cc1)N1CCN(c2ccccc2)CC1
→ 4.3%, -23%[46.1 µM], -5%, -19%, 3%, -7%, 2%, 5%
CCCCCC(=O)Nc1c(-c2ccc(OC)cc2)c(=O)c2ccccc2n1C
→ -1.0%, -5%[46.1 µM], -2%, -6%, 0%, 1%, -1%, u
CCSc1ncnc2sc3c(c12)CCC3
→ 1.5%, 5%[46.1 µM], -19%, 2%, 8%, -9%, 2%, 4%
CCNc1nc(Cl)nc(N(NC(C)=O)C(C)C)n1
→ 2.4%, 19%, 1%, 2%, -3%, 1%, x, x
CC(=O)Nc1cc(S(=O)(=O)Nc2cccc(C)c2)c(C)cc1C
→ 2.0%, -4%[46.1 µM], 3%, -2%, 1%, 0%, 1%, -7%
Cc1ccc(S(=O)(=O)/N=C(/Nc2ccc3[nH]c(=O)[nH]c3c2)c2ccccc2)cc1
→ -13%, 3%, -23%, 1%, -1%, -4%, -24%, u
CC1CCN(CCCNC(=O)c2n[nH]c(=O)c3ccccc23)CC1
→ 0.0%, -4%[46.1 µM], 1%, 1%, 3%, 7%, -7%, 3%
Cn1c(=O)n(C)c2cc([N+](=O)[O-])c(N3CCN(C(=O)c4cccc(F)c4)CC3)cc21
→ -0.9%, -8%, 3%, 0%, -3%, 7%, 14%, u
O=C(O)Cn1nnc(-c2cccs2)n1
→ -1.1%, -8%[46.1 µM], 4%, -13%, 0%, 4%, -4%, 6%
COc1cc(CNCCN2CCOCC2)ccc1OCc1ccc(Cl)cc1
→ -0.1%, -9%[46.1 µM], 0%, -2%, 0%, -13%, 3%, 4%
C=CC[C@@](C(C)=O)(C(=O)OC)C(NC(=O)OC(C)(C)C)c1ccccc1 (stereo partly specified)
→ -1.1%, x, -22%, 1%, 9%, x, x, -1%

High-throughput results as filed in PubChem BioAssay.
